Bioassay records: PubChem, several laboratories
GPR55 beta-arrestin = GPR55 agonists via beta-arrestin recruitment, primary screen, imaging, U2OS cells, beta-arrestin-GFP redistribution (AID 1961). hit rate 0.048% among 290,000. one-dose activation, % at 10 µM; EC50 in µM for titrated hits. U2OS GPR55 beta-arrestin-GFP redistribution imaging; higher % means a stronger effect;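 active means activation above 40% with more than 50 cells counted in the well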;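 further: U2OS osteosarcoma cells stably expressing GPR55 and beta-arrestin-GFP; plate controls were DMSO negative control for no effect and LPI positive control for full effect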
GPR35 antagonists = GPR35 antagonists blocking zaprinast-driven arrestin recruitment, primary screen, imaging, U2OS, beta-arrestin-GFP, zaprinast agonist (AID 2058); hit rate 0.052% among 290,000; inhibition, % at 10 µM, or IC50 in µM where a hit was titrated; G-protein coupled receptor 35 (Homo sapiens); U2OS GPR35 beta-arrestin-GFP translocation imaging, zaprinast antagonism; higher % means a stronger effect;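 active means inhibition of at least 50% with at least 30 cells and total cytoplasm GFP at most 10,000,000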
West Nile antiviral = West Nile virus antiviral activity, cell-based, CPE readout (AID 1621); CPE inhibition, % at 10 µM, or IC50 in µM where a hit was titrated; West Nile virus-infected cells, CPE inhibition; higher % means a stronger effect; hit rate 0.02% among 290,000; in the data active means a potency from the dose series; further: strong numbers were not always called active
GPR55 LPI antagonism = GPR55 antagonists blocking LPI-driven arrestin recruitment, primary screen, imaging, U2OS, beta-arrestin-GFP, LPI agonist (AID 2013); U2OS GPR55 beta-arrestin-GFP translocation imaging, LPI antagonism; higher % means a stronger effect; G-protein coupled receptor 55 (Homo sapiens); inhibition, % at 10 µM, or IC50 in µM where a hit was titrated; hit rate 0.13% among 290,000;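 active means spots per cell inhibited over 60%, with over 100 cells counted and total cytoplasm intensity under 500,000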;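 further: U2OS cells stably carrying GPR55 and arrestin-GFP stimulated by 5 µM LPI near EC80; imaged beta-arrestin-GFP aggregate spots per cell after agonist stimulation; plate controls were LPI-stimulated DMSO wells for no effect and DMSO wells without LPI for full effect; some results filed as inactive read as strong as hits; confirmed hits need IC50 under 10 µM and bright autofluorescent wells are also inconclusive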
NOD1 NF-kB reporter = NOD1 signaling inhibitors, primary screen, cell-based, luminescence, uHTS (AID 1578) | hit rate 1% among 290,000 | inhibition, % at 4 µM; hits with a dose series show EC50 in µM | NOD1-driven NF-kB luciferase reporter cells, luminescence; higher % means a stronger effect; in the data active means inhibition mostly above about 36%, no sharp cut-off; inactive means mostly below about 34%;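 further: HEK-293T reporter cells stimulated with the NOD1 agonist gamma-tri-DAP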
KOR beta-arrestin-1 = KOR antagonists, beta-arrestin recruitment, cell-based, luminescence, uHTS (AID 1778); Kappa-type opioid receptor (Homo sapiens); KOR beta-arrestin recruitment, luminescence, antagonist mode; higher % means a stronger effect; one-dose inhibition, % at 10 µM; IC50 in µM for titrated hits; hit rate 0.091% among 290,000; in the data active means inhibition above about 50%; further: strong numbers were not always called active
HIV fusion peptide = inhibitors of HIV fusion peptide binding, primary screen, biochemical, uHTS, fluorescence dequenching (AID 1986) | cell-free peptide binding, fluorescence dequenching, 30 min; higher % means a stronger effect | one-dose inhibition, % at 20 µM; IC50 in µM for titrated hits | hit rate 0.3% among 290,000; in the data active means inhibition mostly above about 52%, no sharp cut-off; inactive means mostly below about 76%; further: some results filed as inactive read as strong as hits
KOR beta-arrestin-2 = KOR agonists, beta-arrestin recruitment, primary screen, cell-based, luminescence, uHTS (AID 1777). KOR beta-arrestin recruitment, luminescence; higher % means a stronger effect. hit rate 0.02% among 280,000. activation, % at 10 µM; hits with a dose series show EC50 in µM. Kappa-type opioid receptor (Homo sapiens); in the data active means activation above about 50%, passing the limit was not always enough; further: a part of the inactive calls stands beside numbers as strong as those of hits
NS5 inhibitors = Dengue-2 NS5 methyltransferase inhibitors, primary screen, biochemical, confirmation dose response (AID 588689); Dengue-2 NS5 methyltransferase capping enzyme assay, biochemical; higher % means a stronger effect; inhibition, % at 25 µM; hits with a dose series show IC50 in µM; hit rate 0.3% among 340,000; in the data active means a potency from the dose series
NS5 inhibitors pilot replicate = second read-out of NS5 inhibitors, no call of its own (marks repeat the call); inhibition, %; measured here: pilot screen replicate inhibition
Active calls of the source: *; x = not tested or not shown; [ ] = dose if it differs, or a comment.

SMILES | GPR55 beta-arrestin | GPR35 antagonists | West Nile antiviral | GPR55 LPI antagonism | NOD1 NF-kB reporter | KOR beta-arrestin-1 | HIV fusion peptide | KOR beta-arrestin-2 | NS5 inhibitors | others
O=C(CC1OC(=O)c2ccccc21)Nc1cccc(S(=O)(=O)N2CCCCCC2)c1 (stereo unspecified) | 0.0% | -6% | 0.2% | 7% | -15% | 8% | 1.2% | 7.0% | -6%
COC(C[C@@H]1O[C@@H]1[C@@H](O)COCc1ccccc1)OC | 0.4% | -2% | 0.3% | 11% | -9% | 3% | 1.0% | 6.8% | -4%
COc1cc(C=O)ccc1OCc1c(C)noc1C | -0.1% | 5% | 0.5% | 10% | -2% | -13% | 3.9% | -1.6% | 0% | NS5 inhibitors pilot replicate=-3.3
Cc1cccc(CSc2nc3c(c(=O)[nH]2)CCC3)c1 | -0.2% | 1% | 0.4% | 3% | -28% | -5% | -0.6% | 0.1% | -7%
CC1(C)Cc2nc(-c3ccccc3)nc(SCC(=O)N3CCCC3)c2CO1 | -0.2% | 20% | -0.4% | -11% | 11% | -19% | -2.1% | 3.4% | -5%
O=C(NCCc1ccc(Cl)cc1)C1CCN(C(=O)N2CCOc3ccccc32)CC1 | 1.4% | -7% | -0.8% | 4% | -23% | -7%[20 µM] | -0.4% | -4.1% | -2%
CCOC(=O)Cn1nc(/C=C/c2ccccc2)ccc1=O | 1.0% | 3% | 0.5% | -13% | -3% | -8% | -1.6% | 0.3% | 1%
CC(C)C(=O)N1N=C2CCCCC2C1(O)C(F)(F)F (stereo unspecified) | 0.1% | -7% | 0.3% | 9% | -9% | -8% | -0.6% | 0.5% | -4%
O=C(CSc1nnc(-c2cc3ccccc3cc2O)n1Cc1ccco1)N1CCc2ccccc2C1 | -0.1% | -6% | 0.5% | 7% | 13% | 23% | 1.9% | -3.5% | -10%
O=C(c1cccc(Cl)c1)N1CCCC(C(=O)N2CCCCCC2)C1 (stereo unspecified) | -0.1% | -10% | -1.6% | -7% | -4% | -18% | -1.4% | 3.2% | -5% | NS5 inhibitors pilot replicate=3.6
CN=c1scc(-c2ccccc2F)n1/N=C/c1ccc[nH]1 | -0.3% | -11% | 1.2% | 9% | 101%* | -11% | 8.3% | 2.4% | -25%
CCN(CC(=O)Nc1cccc(F)c1)Cc1nc2ccccc2c(=O)[nH]1 | -0.5% | 23% | -1.1% | 0% | -32% | -13% | 1.0% | 0.7% | -3%
CC(=O)N1CCN(c2ccc(NC(=O)c3ccc(Cl)c([N+](=O)[O-])c3)cc2)CC1 | 0.0% | -5% | -1.0% | 0% | -9% | -7% | 0.8% | -2.9% | -6%
CCOc1ncccc1C(=O)Nc1ccc(S(=O)(=O)Nc2nccs2)cc1 | 0.3% | -12% | 0.4% | -9% | 4% | -24% | 4.1% | -2.0% | -6%
Cc1cc(Cl)nc(-n2nc(C)cc2C)n1 | 0.3% | 16% | 0.7% | 2% | 0% | 15% | 2.2% | 0.2% | x
O=c1[nH]c(CN2CCN(c3ccccc3O)CC2)nc2ccccc12 | -0.1% | -10% | 0.1% | 0% | -3% | 7% | 1.2% | -0.8% | 4%
CN1CCN(c2nc3c(c(=O)[nH]c(=O)n3C)n2CCCSc2ncccn2)CC1 | -0.1% | 6% | -0.2% | 15% | -7% | -13% | 1.7% | -3.5% | 0% | NS5 inhibitors pilot replicate=3.3
Cc1ccc(S(=O)(=O)N2CCN(C(=O)CCN3C(=O)c4ccccc4C3=O)CC2)cc1C | -0.2% | -1% | 0.1% | 6% | -9% | -6% | -2.5% | 2.0% | 2%
OCCOCCNc1ncnc2c1cnn2-c1ccc(Cl)cc1 | 0.5% | 2% | 0.2% | -18% | -56% | 15% | 1.7% | -1.7% | x
Cc1cc(C(=O)Nc2ccc(F)cc2F)on1 | 0.0% | 9% | 0.1% | 5% | -14% | -8% | -3.0% | -5.7% | -1%
CCn1nc(C)c(NC(=O)/C=C/c2cnn(C)c2)c1C | 0.0% | 6% | 0.0% | 6% | -15% | 28% | -1.8% | -3.1% | -1%
Cc1nnc(SCC(=O)Nc2ccccc2N2CCOCC2)s1 | -0.2% | -11% | -0.1% | 3% | -16% | 13% | 0.0% | -7.2% | 1%
O=C(CCS(=O)(=O)c1ccccc1)Nc1nc2cc3c(cc2s1)OCO3 | 0.2% | 4% | -1.1% | -14% | -11% | 36% | -2.2% | 4.5% | 0%
CC(C)c1ccc(O)c(NC(=S)NC(=O)CCc2ccccc2)c1 | 0.1% | -1% | -0.4% | -3% | -52% | 5% | -2.9% | -2.4% | 3%
Cc1oc2c(CN3CCC(C)CC3)c(O)ccc2c(=O)c1-c1ccccc1 | 0.0% | -7% | -0.3% | 6% | -12% | 13% | -0.4% | -3.3% | 3%
O=C(Nc1ccnc(-c2cccnc2)n1)c1ccc(F)cc1 | 0.2% | -10% | -0.2% | 5% | -17% | 22%[20 µM] | 4.6% | -1.7% | x
O=C(Nc1ccc2c(c1)OCCO2)N1CCN(c2ccc(F)cc2)CC1 | 1.2% | 7% | -0.9% | 3% | -21% | -22% | -2.7% | -3.2% | -2%
O=[N+]([O-])c1ccc(N2CCN(c3ccc(O)cc3)CC2)cn1 | -0.1% | 4% | -1.1% | -5% | -44% | -15% | -2.3% | 1.7% | 20%
O=C1CN(C(=O)CSc2nnc3ccccn23)c2ccccc2N1 | -0.1% | -15% | -0.4% | 0% | -18% | -8% | -0.8% | 1.4% | -10%
COc1ccc(C2N(c3ccccc3)C(=S)N3CCCN23)cc1 (stereo unspecified) | 0.4% | 8% | -0.7% | -1% | 7% | x | -0.6% | -3.5% | -10%
CCC(c1nnnn1Cc1ccco1)N1CCC(C(N)=O)CC1 (stereo unspecified) | 0.1% | 5% | x | -1% | -10% | 0% | 7.0% | 3.9% | 3%
C=CC(=O)NCCCc1cc(C(C)(C)C)c(O)c(C(C)(C)C)c1 | -0.3% | 8% | -0.4% | 8% | -8% | 10% | -2.0% | 0.3% | -4%
CN(C)c1cccc(C(=O)OC(C(=O)Nc2ccc(Cl)cc2C(F)(F)F)c2ccccc2)c1 (stereo unspecified) | 0.0% | -1% | 0.0% | 7% | -16% | -18% | 4.6% | 0.3% | -4%
COc1ccc(-c2cc(C#N)nc(NN)n2)cc1 | 0.0% | 8% | -0.5% | -10% | 4% | -5% | -3.9% | -1.4% | 1%
COCCCn1c(SCc2ccc(OC)cc2)nc2cc(OC)c(OC)cc2c1=N | 0.0% | -7% | 0.0% | 2% | -12% | -43% | -1.2% | 3.4% | -1%
CCOc1ccc(NC(=O)COc2ccc(C(=O)NCCc3ccccc3)cc2)cc1 | 0.6% | -4% | 0.5% | 9% | -34% | 12% | -1.7% | -4.6% | 2%
Cc1ccc(NC(=O)c2ccc(=O)n(CC(=O)Nc3ccccc3)n2)cc1 | -0.1% | 4% | -0.3% | 2% | -23% | -4% | 1.6% | -0.2% | 4%
O=c1c(-c2ccc(F)cc2)coc2c3c(ccc12)OCCO3 | 0.0% | -13% | -0.2% | 4% | -13% | -62% | -0.6% | 0.5% | 5%
O=C(NNC(=S)NC1CCCCC1)c1ccc(Cl)s1 | -0.1% | 7% | 1.3% | -2% | -5% | -27% | 1.8% | -5.9% | -3%
CN(C)S(=O)(=O)c1ccc(-c2cn3ccccc3n2)cc1 | -0.1% | 9% | -0.3% | 11% | -59% | 10% | 2.4% | 3.8% | 3% | NS5 inhibitors pilot replicate=-0.6
COc1cccc(N/C(=N/C(=S)Nc2ccc(C)cc2C)Nc2nc(C)cc(C)n2)c1 | 0.0% | -10% | -0.8% | 4% | -12% | -9% | -0.7% | 1.1% | 0%
CN(C)c1ccc(CN(C(=O)c2cc3ccccc3oc2=O)C2CCS(=O)(=O)C2)cc1 (stereo unspecified) | -0.2% | -5% | -0.3% | 10% | -55% | 4% | -0.4% | 6.8% | -5%
CCNc1ccc(S(=O)(=O)N(C)C)cc1NCC(=O)Nc1ccc(F)c(Cl)c1 | -0.2% | -8% | -1.6% | -4% | -14% | 4% | -1.7% | 6.6% | 3%
CCCCCC(=O)NC(=S)Nc1ccc(Br)cc1C | 0.3% | 4% | -0.9% | 15% | -22% | 6% | 2.6% | 7.9% | -2%
Cc1ccc(/C=C/C(=O)Nc2ccc(S(=O)(=O)Nc3cc(C)nc(C)n3)cc2)cc1 | -0.2% | 7% | 0.3% | -16% | -2% | -24% | 5.2% | -0.3% | 5%
Cc1ccccc1-n1c(SCC(=O)N2CCC(C(=O)O)CC2)nnc1-c1ccncc1 | 0.0% | -5% | 0.3% | 4% | -14% | 1% | -1.2% | -0.9% | 2%
COc1ccccc1-c1noc(-c2cccnc2)n1 | -0.1% | -6% | -0.2% | 16% | -46% | 14% | -2.5% | -5.8% | -5%
Cc1nc2c(C)cccn2c1C(=O)N/N=C/c1ccccc1[N+](=O)[O-] | -0.1% | -1% | 0.0% | 6% | -1% | 18% | -1.4% | 0.4% | 2%
COc1ccc(-c2cnc[nH]2)cc1 | 0.2% | -14% | -0.7% | 2% | -22% | 2% | 0.7% | 1.1% | -2%
O=CNc1ccc(OC(=O)c2cncc(Br)c2)cc1 | 0.0% | 7% | 1.0% | 0% | -16% | 0% | 0.0% | 3.3% | -5%
COc1ccc(N(CC(=O)N/N=C/c2ccc(F)cc2)S(=O)(=O)c2ccccc2)cc1 | 0.3% | -1% | -1.0% | 17% | -9% | 21% | 1.0% | -3.9% | 1%

An excerpt from above in order of count of non-hydrogen atoms, lowest first.
SMILES | GPR55 beta-arrestin | GPR35 antagonists | West Nile antiviral | GPR55 LPI antagonism | NOD1 NF-kB reporter | KOR beta-arrestin-1 | HIV fusion peptide | KOR beta-arrestin-2 | NS5 inhibitors | others
COc1ccc(-c2cnc[nH]2)cc1 | 0.2% | -14% | -0.7% | 2% | -22% | 2% | 0.7% | 1.1% | -2%
O=CNc1ccc(OC(=O)c2cncc(Br)c2)cc1 | 0.0% | 7% | 1.0% | 0% | -16% | 0% | 0.0% | 3.3% | -5%
Cc1nc2c(C)cccn2c1C(=O)N/N=C/c1ccccc1[N+](=O)[O-] | -0.1% | -1% | 0.0% | 6% | -1% | 18% | -1.4% | 0.4% | 2%
CCNc1ccc(S(=O)(=O)N(C)C)cc1NCC(=O)Nc1ccc(F)c(Cl)c1 | -0.2% | -8% | -1.6% | -4% | -14% | 4% | -1.7% | 6.6% | 3%
Cc1ccc(/C=C/C(=O)Nc2ccc(S(=O)(=O)Nc3cc(C)nc(C)n3)cc2)cc1 | -0.2% | 7% | 0.3% | -16% | -2% | -24% | 5.2% | -0.3% | 5%
Cc1ccccc1-n1c(SCC(=O)N2CCC(C(=O)O)CC2)nnc1-c1ccncc1 | 0.0% | -5% | 0.3% | 4% | -14% | 1% | -1.2% | -0.9% | 2%

An excerpt. The share of hits here may be higher or lower than overall.
